# FadD28 FP inh = inhibitors of FadD28 bisubstrate probe binding, primary screen, biochemical, fluorescence polarization, single point; AID 588549, 2011; inhibition, % at 12.5 µM; 360,000 tested, 0.22% active; Mycobacterium tuberculosis FadD28 fatty-acid-AMP ligase; in the data active = inhibition above about 8.5%, passing the limit was not always enough; inconclusive = no clear call, values can overlap the other calls
# CCHF vOTU inh = CCHFV vOTU protease inhibitors, primary screen, biochemical, Pep-AMC substrate, fluorescence. Crimean-Congo hemorrhagic fever virus L polyprotein viral ovarian tumor (vOTU) protease …. inhibition, % at 11.5 µM. 370,000 tested, 0.55% active. AID 651958, 2012; note: 0% = vehicle wells with enzyme and 100% = no enzyme wells
# BoNT A protease = BoNT/A light chain protease inhibitors, primary screen, biochemical, flow cytometry, MLPCN library. Botulinum neurotoxin type A light chain protease (Clostridium botulinum A str. ATCC 3502). multiplex microsphere protease substrate cleavage. inhibition, % at 10 µM. 360,000 tested, 0.17% active. AID 588499, 2011; in the data active = inhibition above about 30%; inconclusive = no clear call, values can overlap the other calls; note: plate controls were buffer without enzyme for full effect and enzyme alone for no effect
# BoNT F protease = BoNT/F light chain protease inhibitors, primary screen, biochemical, flow cytometry, MLPCN library; Botulinum neurotoxin type F light chain protease (Clostridium botulinum); Multiplex microsphere protease cleavage assay; inhibition, % at 10 µM; 360,000 tested, 0.22% active; in the data active = inhibition above about 35%, passing the limit was not always enough; inconclusive = no clear call, values can overlap the other calls; note: plate controls were buffer without enzyme for full effect and enzyme alone for no effect
# GDH-TPI inh = GDH-TPI coupling enzyme inhibitors, primary screen, artefact control for M. tuberculosis FBA inhibitor project, biochemical, absorbance, full deck. GDH-TPI coupled enzyme counterscreen, NADH absorbance. inhibition, % at 4.8 µM. 360,000 tested, 1.2% active. AID 588335, 2011;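 note: 0% = DMSO wells and 100% = wells lacking the enzyme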
# Mtb UGM inh = M. tuberculosis UGM enzyme inhibitors, primary screen, biochemical, fluorescence polarization, single point | UDP-galactopyranose mutase (Mycobacterium tuberculosis (strain ATCC 25618 / H37Rv)), … | purified UGM, fluorescence polarization probe displacement | inhibition, % at 10 µM | 320,000 tested, 0.06% active | AID 504406, 2011; in the data active = inhibition above about 10%, passing the limit was not always enough; inconclusive = no clear call, values can overlap the other calls
# Target sequence (P9WIQ1 whole entry, looked up): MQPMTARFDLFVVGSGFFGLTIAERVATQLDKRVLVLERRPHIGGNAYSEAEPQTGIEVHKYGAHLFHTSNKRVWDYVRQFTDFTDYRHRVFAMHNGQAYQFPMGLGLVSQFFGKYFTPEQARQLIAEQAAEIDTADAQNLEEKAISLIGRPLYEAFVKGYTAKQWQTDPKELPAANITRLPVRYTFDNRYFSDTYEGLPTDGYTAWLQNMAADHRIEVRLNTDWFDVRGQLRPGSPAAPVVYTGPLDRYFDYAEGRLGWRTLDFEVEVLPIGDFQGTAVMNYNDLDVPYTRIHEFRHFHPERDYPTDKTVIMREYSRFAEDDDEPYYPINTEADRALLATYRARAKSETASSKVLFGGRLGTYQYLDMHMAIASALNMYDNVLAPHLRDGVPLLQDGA
# PrPC surface inh = inhibitors of human cell surface prion protein PrPC, primary screen, cell-based, TR-FRET | TR-FRET read-out | inhibition, % at 13.8 µM | 370,000 tested, 0.43% active | AID 720596, 2013; in the data active = inhibition above about 24%; note: 0% = median of the test wells and 100% = reference compound wells
# Mtb FBA inh = Mtb FBA enzyme inhibitors, primary screen, biochemical, fluorescence, strain H37Rv | Fructose-bisphosphate aldolase (Mycobacterium tuberculosis (strain ATCC 25618 / H37Rv)), … | purified M. tuberculosis FBA, fluorescence read-out | inhibition, % at 1 µM | 360,000 tested, 2.3% active | AID 588726, 2011; in the data active = inhibition above about 27%;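 note: 0% = vehicle and 100% = reference inhibitor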
# Target sequence (P9WQA3 whole entry, looked up): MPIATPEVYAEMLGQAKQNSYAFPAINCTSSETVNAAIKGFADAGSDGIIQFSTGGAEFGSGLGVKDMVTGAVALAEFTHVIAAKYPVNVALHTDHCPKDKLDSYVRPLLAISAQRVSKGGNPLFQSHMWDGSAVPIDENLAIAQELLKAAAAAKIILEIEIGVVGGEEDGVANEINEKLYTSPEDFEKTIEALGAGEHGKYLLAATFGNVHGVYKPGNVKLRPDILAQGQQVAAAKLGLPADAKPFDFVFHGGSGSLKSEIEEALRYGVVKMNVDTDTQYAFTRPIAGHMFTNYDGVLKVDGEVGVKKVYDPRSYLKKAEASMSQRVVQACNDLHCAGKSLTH
# Mtb BioA inh = M. tuberculosis BioA enzyme inhibitors, primary screen, biochemical, plate reader, single point, HTS; purified M. tuberculosis BioA enzyme; inhibition, % at 9.99 µM; 7,8-diaminopelargonic acid synthase BioA (Mycobacterium tuberculosis); 360,000 tested, 0.096% active; in the data active = inhibition above about 40%; inconclusive = no clear call, values can overlap the other calls
# * = called active by the depositor; ? = inconclusive; . = not tested or not shown. Cut-off read from the data, not from the text of the source, unless noted: active = inhibition above about 30%; inactive = the rest.
SMILES,FadD28 FP inh,CCHF vOTU inh,BoNT A protease,BoNT F protease,GDH-TPI inh,Mtb UGM inh,PrPC surface inh,Mtb FBA inh,Mtb BioA inh
CC1=CC(C)(C)N(C(=O)c2ccccc2)c2ccc(C)cc21,-4.0,5,0.2,-11,14,.,1,-1,-5.2
CCOC(=O)c1cc(C)n(S(=O)(=O)c2ccc(C)cc2)c1C,-4.6,-2,0.0,-4,2,-0.9,0,1,1.1
CC(NC(=O)Nc1ccc(Cl)cc1)c1ccccc1 (configuration not stated),-3.9,2,-1.9,-2,3,-3.1,16,-1,-0.3
O=C(C/C=N/OCc1ccc(Cl)cc1Cl)c1ccc(Cl)cc1,-6.4,1,1.1,-2,-2,-4.1,3,-1,0.5
COc1ccc(C(=O)N2CCC(C(=O)Nc3ccc4c(c3)OCO4)CC2)cc1,-2.3,7,-0.4,-6,-2,-0.9,-4,3,.
CCOc1ccccc1/C=N/N1CCN(Cc2ccccc2)CC1,-2.3,6,-2.8,?,18,1.4,4,2,-1.5
CCCCn1c(SCCN2CCCCC2)nc2c1c(=O)n(C)c(=O)n2C,-2.4,5,-0.1,-2,5,.,-12,4,0.6
COc1ccc(N2CCN(C(=O)c3c(C)nn(-c4ccccc4)c3C)CC2)cc1,-4.4,4,-0.8,-4,5,0.8,-3,0,.
COc1ccccc1N/C(N)=N/c1nc(C(F)(F)F)cc(=O)[nH]1,-10,12,0.3,-6,3,0.3,14,0,-2.0
Cc1nc2ncnn2c(N2CCC(C(=O)NC3CCCC3)CC2)c1Cc1ccccc1,-0.4,-6,0.5,1,18,0.6,4,1,12
OCCN1CCN(c2ncnc3ccc(Br)cc23)CC1,-2.4,3,-0.6,0,22,.,3,3,0.1
CC(C)=CC(=O)Nc1nnc(C(C)C)s1,-0.9,-5,-0.2,2,10,-1.0,-5,3,-1.1
Cc1ccccc1-c1cc2nc(NCc3ccc(N(C)C)cc3)n(C)c(=O)c2s1,-2.8,3,-0.6,0,12,.,6,0,-0.5
CCOc1ccc(N(C(C)C(=O)Nc2cccnc2)S(C)(=O)=O)cc1 (configuration not stated),?,8,0.1,-6,-3,0.1,2,3,-0.8
Cc1ccc(CC2C(=O)N(c3ncccn3)C(=O)C2C)cc1 (configuration not stated),-3.8,5,-0.1,-6,6,-1.1,5,-2,-0.4
CCN1CCN(Cc2ccc(OC(F)(F)F)cc2)CC1,-3.0,5,0.1,-5,-7,-4.6,1,-3,0.9
NC1=NS(=O)(=O)NC1c1ccc(Cl)cc1 (configuration not stated),-3.0,-6,.,.,2,1.6,-1,5,0.3
COc1ccc(NC(=O)C[C@H]2C(=O)N(Cc3cccnc3)C[C@@H]2Cc2ccccc2)cc1,-0.5,6,0.6,2,11,.,-6,1,10
O=C(Cn1cncn1)NCc1cccc(C(F)(F)F)c1,-2.4,-5,-1.0,-6,1,-0.5,-3,-1,-0.5
Clc1cccc2c3c([nH]c12)CCNC3,0.7,-16,-1.7,-27,5,-0.5,0,4,-2.2
COC(=O)CNc1cccc(C(F)(F)F)c1,-1.5,7,1.4,15,-2,-1.2,1,0,-0.3
CCCC(=O)N1CCN(c2ccc(NC(=O)c3ccc([N+](=O)[O-])o3)cc2)CC1,-1.8,13,-0.1,-1,15,.,33*,2,.
CC(O)c1cccc(NC(=O)CC(c2ccccc2)c2ccccc2)c1 (configuration not stated),1.0,-15,-0.3,-19,5,-1.1,2,3,-0.5
O=C1C2C3C=CC(C3)C2S(=O)(=O)C2C3C=CC(C3)C12 (configuration not stated),0.1,-11,0.0,1,4,.,1,-1,-1.5
Cc1scc(C(=O)NNC(=S)NCc2ccccc2)c1C,-2.4,-12,-0.2,1,6,1.5,2,4,.

# Structures listed so far containing a halogen (nine):
SMILES,FadD28 FP inh,CCHF vOTU inh,BoNT A protease,BoNT F protease,GDH-TPI inh,Mtb UGM inh,PrPC surface inh,Mtb FBA inh,Mtb BioA inh
CC(NC(=O)Nc1ccc(Cl)cc1)c1ccccc1 (configuration not stated),-3.9,2,-1.9,-2,3,-3.1,16,-1,-0.3
O=C(C/C=N/OCc1ccc(Cl)cc1Cl)c1ccc(Cl)cc1,-6.4,1,1.1,-2,-2,-4.1,3,-1,0.5
COc1ccccc1N/C(N)=N/c1nc(C(F)(F)F)cc(=O)[nH]1,-10,12,0.3,-6,3,0.3,14,0,-2.0
OCCN1CCN(c2ncnc3ccc(Br)cc23)CC1,-2.4,3,-0.6,0,22,.,3,3,0.1
CCN1CCN(Cc2ccc(OC(F)(F)F)cc2)CC1,-3.0,5,0.1,-5,-7,-4.6,1,-3,0.9
NC1=NS(=O)(=O)NC1c1ccc(Cl)cc1 (configuration not stated),-3.0,-6,.,.,2,1.6,-1,5,0.3
O=C(Cn1cncn1)NCc1cccc(C(F)(F)F)c1,-2.4,-5,-1.0,-6,1,-0.5,-3,-1,-0.5
Clc1cccc2c3c([nH]c12)CCNC3,0.7,-16,-1.7,-27,5,-0.5,0,4,-2.2
COC(=O)CNc1cccc(C(F)(F)F)c1,-1.5,7,1.4,15,-2,-1.2,1,0,-0.3

# (further entries)
SMILES,FadD28 FP inh,CCHF vOTU inh,BoNT A protease,BoNT F protease,GDH-TPI inh,Mtb UGM inh,PrPC surface inh,Mtb FBA inh,Mtb BioA inh
COc1cccc(/C=C/C(=O)N2CCN(c3ccccn3)CC2)c1,0.1,0,-1.9,-11,10,0.8,-2,0,4.9
CC1CN(c2sc(S(C)(=O)=O)nc2S(=O)(=O)c2ccc(Cl)cc2)CC(C)O1 (configuration not stated),-1.0,9,6.0,8,15,-0.2,1,-4,-1.9
CCOc1ccc(CNC(=O)C2CCC(=O)N2C2CCCC2)cc1OC (configuration not stated),-0.4,-11,-0.5,8,0,0.9,1,1,-2.2
CCCC(=O)Nc1ccc(NC(=O)c2ccccc2F)cn1,-2.8,11,-0.7,-2,-2,0.8,2,1,-0.9
CCOC(=O)C1=C(COC(=O)c2ccc(Br)o2)NC(=O)NC1C (configuration not stated),-0.1,-5,0.3,-2,3,-1.7,-1,5,0.4
Oc1c(Cl)cc(Cl)cc1/C=N/NC(=S)NC1CC2C=CC1C2 (configuration not stated),?,0,2.9,?,16,0.0,3,35*,-0.3
CC(=O)Nc1c(C)nn(-c2ccc([N+](=O)[O-])cc2)c1C,-0.7,11,0.3,-2,6,0.5,-30,5,1.5
O=C(NCc1ccccn1)c1cc2c(ccc3ccccc32)oc1=O,-1.3,-234,-1.0,-1,17,-1.2,-5,172*,-0.4
CCn1c(/C=C/c2ccccc2)nc2ccccc2c1=O,-1.2,7,-0.8,-2,25,0.4,5,-1,3.8
O=C(CN1C(=O)NC2(CCCCCC2)C1=O)c1ccc(F)cc1,-0.3,-2,?,?,5,2.0,-6,2,-0.2
CC1CCCC(NC(=O)COC(=O)CSc2ccc3ccccc3c2)C1C (configuration not stated),-3.4,19,-0.5,0,-5,-1.5,4,-1,.
O=C(NN1C(=O)/C(=C\c2cccnc2)SC1=S)c1ccco1,0.7,-5,-0.6,-2,14,-1.7,2,0,.
OCC1(Cc2ccccc2F)CCCN(CCc2ccccc2)C1 (configuration not stated),-2.9,9,-1.0,9,3,1.9,8,4,-0.7
CC(C)C(NC(=O)C1CCCCC1)C(=O)Nc1ccncc1 (configuration not stated),-3.3,3,0.7,?,-3,2.5,-4,0,-0.3
COc1cc(N/C=C(\C(C)=O)c2ccccc2)cc(OC)c1,-1.8,.,0.0,14,44*,-3.2,.,-3,.
COc1cccc(C(C)NC(=O)C2CCCO2)c1 (configuration not stated),-2.6,-8,-6.0,-16,11,1.1,1,-1,0.0
O=C(COC(=O)c1ccc(NS(=O)(=O)c2cccs2)cc1O)NC1CCCCC1,-0.5,1,-1.5,2,3,8.5,8,-1,-3.9
CCC(C)(C)NC(=O)Cn1c(=O)oc2cc(S(=O)(=O)N3CC(C)CC(C)C3)ccc21 (configuration not stated),-4.4,-1,0.0,2,3,0.6,-6,-2,0.2
COCCNC(=O)CN1c2ccccc2CC1C (configuration not stated),-1.8,10,0.9,-16,2,-0.2,-2,3,-2.8
COC(=O)CSc1nc(C(C)C)nc2ccccc12,0.5,-10,0.3,-1,5,3.8,121*,2,-4.6
COc1ccccc1CNC(=O)CN1C(=O)NC2(CCCCCC2)C1=O,-2.2,0,-0.5,2,-5,0.4,6,4,.
CC(=O)Nc1ccc(OS(=O)(=O)c2ccc(C)cc2C)cc1,-6.2,13,-0.2,-1,-3,2.6,2,-6,.
COc1ccc([N+](=O)[O-])cc1NC(=O)c1ccccc1SC,-0.8,-6,0.2,-10,29,-1.9,-6,0,.
COc1cc[n+]([O-])cc1[N+](=O)[O-],-3.9,-1,0.0,-6,3,.,-11,-4,-3.2
Cn1c(CC2C(=O)Nc3ccc(Br)cc32)nc2ccccc2c1=O (configuration not stated),-1.0,-4,-0.1,-4,3,-2.6,3,2,1.4

# As a short view, part of the list above.
SMILES,FadD28 FP inh,CCHF vOTU inh,BoNT A protease,BoNT F protease,GDH-TPI inh,Mtb UGM inh,PrPC surface inh,Mtb FBA inh,Mtb BioA inh
COc1cccc(/C=C/C(=O)N2CCN(c3ccccn3)CC2)c1,0.1,0,-1.9,-11,10,0.8,-2,0,4.9
CC1CN(c2sc(S(C)(=O)=O)nc2S(=O)(=O)c2ccc(Cl)cc2)CC(C)O1 (configuration not stated),-1.0,9,6.0,8,15,-0.2,1,-4,-1.9

# Following part
SMILES,FadD28 FP inh,CCHF vOTU inh,BoNT A protease,BoNT F protease,GDH-TPI inh,Mtb UGM inh,PrPC surface inh,Mtb FBA inh,Mtb BioA inh
NC(=O)COC(=O)C1c2ccccc2Oc2ccccc21,-2.2,4,-1.2,-17,2,2.9,8,4,-0.5
Cc1cc(-c2ccc(C)c(S(=O)(=O)NCCCN3CCCCCC3)c2)on1,-0.8,9,0.3,0,6,-1.8,-12,3,2.3
CCOc1ccc(N2C(=O)CC(SCC(=O)O)C2=O)cc1 (configuration not stated),-3.0,-4,-0.9,-5,-7,-0.1,0,-1,.
COC(=O)c1ccc(C)c(NC(=O)CCn2[nH]c(=O)ccc2=O)c1,-3.5,-1,0.0,-1,10,.,1,-2,-0.1
Cn1c(=O)c2c(nc(-n3ccnc3)n2Cc2ccccc2)n(C)c1=O,-1.3,6,-1.3,-9,5,1.6,4,-5,.
C[C@@H]1CCC[C@@]2(O[C@@H](CCO)C[C@@H](O)[C@@H]2O)O1,-1.7,0,0.9,-1,9,0.1,-4,6,-1.6
Cc1ccc(S(=O)(=O)Nc2ccc(Br)cc2/C=N/n2cnnc2)cc1,-1.3,-6,-0.5,-6,11,-1.3,-1,2,0.7
CCCC(=O)Nc1cc2c3c(c1)CC(=O)N3CCC2,-1.8,0,0.1,-2,4,0.6,3,-4,-1.2
CCC(=O)Oc1ccc(NC(=O)c2ccc(S(=O)(=O)N3CCCC3)cc2)cc1,-0.8,-6,0.2,-2,9,.,-4,5,0.6
COc1ccc(CN2C(=O)C(CC(=O)NCc3cccc4ccccc34)CC(C(=O)N(C)C)=C2C)cc1 (configuration not stated),-3.0,-5,-4.0,-27,-7,.,0,-2,1.0
O=C(CSc1nnc(Nc2ccccc2F)s1)c1cc2ccccc2o1,-4.0,3,4.1,-4,11,2.9,5,-5,.
COc1ccc(C(=O)Nc2ccccc2N2CCOCC2)cc1[N+](=O)[O-],1.9,8,0.1,-3,6,-1.5,-7,0,5.0

# Compound activity from PubChem.
